# Mm-Cpn inhibitor: Inhibitors of TCP-1 ring complex (TRiC) of Methanococcus maripaludis (MmCpn): qHTS | Chaperonin Mm-Cpn (Methanococcus maripaludis) | purified Mm-Cpn ATPase, ADP Transcreener TR-FRET | Potency, µM (doses to about 76.9 µM), for inactives: at the highest dose activity, negative = inhibition, actives largely listed as inhibitors | hit rate 0.031% among 330,000 | AID 504842, 2011; note: potency is the fitted concentration of half-maximal effect; % is set by controls: 0 for no effect and ±100 for the full control effect; nearly all actives have a fitted effect of over 80% in size
#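 Eu-cryptate anti-ADP/ADP-d2 competition gives a ratio inversely related to ADP. Enzyme at 25 nM was pre-exposed to compound for 10 min, then given 10 uM ATP for 30 min, 37°C throughout.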
# A549 viability: Nrf2 qHTS screen for inhibitors: counterscreen for cytotoxicity; A549 ARE-Fluc cells, CellTiter-Fluor viability, 18-24 h; Potency, µM (titrated, usually from 46 µM), for inactives: at the top dose activity change, negative = cytotoxicity, hits mostly inhibitors; hit rate 0.16% among 390,000; note: potency is the fitted concentration of half-maximal effect; % is set by controls: 0 for no effect and ±100 for the full control effect
#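 Cytotoxicity counterscreen: CellTiter-Fluor fluorescence was measured in A549 ARE_Fluc cells after 18-24 h of compound exposure in a concentration series. The subsequent BugLite luminescent read reports ARE-luciferase activity.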
# EPAC2 antagonist: qHTS for Antagonist of cAMP-regulated guanine nucleotide exchange factor 2 (EPAC2): primary screen; Rap guanine nucleotide exchange factor 4 (Homo sapiens), Q8WZA2; EPAC2 GEF exchange of Rap1B-BODIPY-GDP, fluorescence; Potency, µM (titrated, usually from 114 µM), without a hit: top-dose activity, negative = inhibition, hits mostly inhibitors; hit rate 0.18% among 360,000; note: potency is the fitted concentration of half-maximal effect; % is set by controls: 0 for no effect and ±100 for the full control effect; nearly all actives have a fitted effect of over 45% in size; many of its hits are not listed in these tables
# Target sequence (Q8WZA2 whole entry, looked up): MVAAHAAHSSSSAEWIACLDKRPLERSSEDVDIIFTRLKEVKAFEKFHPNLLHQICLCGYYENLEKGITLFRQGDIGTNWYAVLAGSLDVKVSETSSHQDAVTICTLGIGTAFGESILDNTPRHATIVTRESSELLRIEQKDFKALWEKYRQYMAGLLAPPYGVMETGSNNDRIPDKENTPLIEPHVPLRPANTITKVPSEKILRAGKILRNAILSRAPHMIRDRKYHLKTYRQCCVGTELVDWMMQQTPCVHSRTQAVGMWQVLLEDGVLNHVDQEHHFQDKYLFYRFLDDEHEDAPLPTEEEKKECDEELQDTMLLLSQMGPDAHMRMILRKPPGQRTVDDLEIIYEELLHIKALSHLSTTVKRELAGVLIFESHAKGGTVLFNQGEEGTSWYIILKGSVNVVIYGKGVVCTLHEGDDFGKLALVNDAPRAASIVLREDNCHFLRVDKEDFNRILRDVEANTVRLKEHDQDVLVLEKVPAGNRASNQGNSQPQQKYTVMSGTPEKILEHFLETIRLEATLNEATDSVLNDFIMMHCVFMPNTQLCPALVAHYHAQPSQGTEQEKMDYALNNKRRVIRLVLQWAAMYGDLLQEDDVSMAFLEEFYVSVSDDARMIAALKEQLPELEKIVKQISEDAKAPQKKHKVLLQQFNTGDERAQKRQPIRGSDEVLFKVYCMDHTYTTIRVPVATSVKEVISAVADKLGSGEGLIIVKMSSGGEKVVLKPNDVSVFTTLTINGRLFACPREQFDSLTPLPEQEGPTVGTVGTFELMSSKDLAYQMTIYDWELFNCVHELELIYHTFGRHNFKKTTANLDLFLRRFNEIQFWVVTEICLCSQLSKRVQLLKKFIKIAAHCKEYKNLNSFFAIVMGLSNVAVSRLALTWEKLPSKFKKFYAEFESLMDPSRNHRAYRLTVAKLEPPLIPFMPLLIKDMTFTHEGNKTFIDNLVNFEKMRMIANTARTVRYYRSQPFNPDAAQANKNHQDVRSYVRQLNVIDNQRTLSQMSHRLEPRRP
# EPAC2 ag: qHTS for Agonist of cAMP-regulated guanine nucleotide exchange factor 4 (EPAC2): primary screen | EPAC2 activation, biochemical qHTS; response scale: 100% = 6.5 mM cAMP response | hit rate 0.079% among 360,000 | Rap guanine nucleotide exchange factor 4 (Homo sapiens), Q8WZA2 | Potency, µM (top dose mostly 154 µM), for inactives: at the highest dose activation, most hits filed as activators; note: potency is the fitted concentration of half-maximal effect; nearly all actives have a fitted effect of over 50% in size
#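 Compounds were titrated in qHTS against a Rap1B-BODIPY-GDP (250 nM) complex with EPAC2 (100 nM) and GDP (50 uM). BODIPY-GDP release tracked at 480/540 nm over 30 min at room temperature, normalized to 6.5 mM cAMP.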
# Nrf2 activator: qHTS of Nrf2 Activators. AREc32 ARE-luciferase reporter (MCF7-derived line), luminescence, 24 h. hit rate 0.31% among 410,000. Potency, µM (doses to about 46.1 µM), inactives show at the highest dose activation, usual class: activators; note: potency is the fitted concentration of half-maximal effect; % of control where 0% means no effect; nearly all actives have a fitted effect of over 65% in size
#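 Each well held 1000 AREc32 cells, which were incubated with compound for 24 hr at 37 deg C after overnight attachment, and ARE reporter activity was quantified by firefly luciferase luminescence.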
# Nrf2 inh: Nrf2 qHTS screen for inhibitors. A549 ARE-Fluc reporter, luciferase luminescence, 18-24 h. Potency, µM (top dose mostly 46 µM), for inactives: at the highest dose activity change, negative = inhibition, hits mostly inhibitors. hit rate 2.1% among 360,000. AID 504444, 2011; note: potency is the fitted concentration of half-maximal effect; % is set by controls: 0 for no effect and ±100 for the full control effect; nearly all actives have a fitted effect of over 60% in size
#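 Nrf2 activity is the BugLite luminescence, read 15 min after reagent at room temperature, following CellTiter-Fluor cytotoxicity readout (30 min, 37C). Compound titrations were applied for 18-24 h to 5000 A549 ARE_Fluc cells/well in 5% FBS OPTI-MEM.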
# CCT chaperon mod: High-Throughput Screening for Modulators of Cytosolic Chaperonin Activity. purified chaperonin ATPase assay, HTRF ADP detection, 30 min. activity change, % (test concentration not listed), hits read low. hit rate 0.3% among 360,000; in the data active = activity change below about -30%; note: % is set by controls: 0 for no effect and ±100 for the full control effect
#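 ATPase activity: ADP formed was measured by HTRF Transcreener (665/615 nm ratio) after 30 min at 37 deg C with 10 uM ATP. Compounds screened at one 76 uM concentration against 40 or 20 nM TRiC in Tris pH 7.4/KCl/MgCl2/DTT buffer.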
# TGFb SMAD3 inh: qHTS for Inhibitors of TGF-b; HepG2 CAGA-GFP TGF-b/SMAD3 reporter, GFP fluorescence, 18 h; TGF-beta stimulated, 500 pg/mL final; Potency, µM (top dose mostly 46.1 µM), without a hit: top-dose activity, negative = inhibition, most hits filed as inhibitors; hit rate 1.2% among 410,000; AID 588855, 2011; note: potency is the fitted concentration of half-maximal effect; % is set by controls: 0 for no effect and ±100 for the full control effect; nearly all actives have a fitted effect of over 65% in size
#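 HEPG2 CAGA-GFP, 1000 cells/well; 2 h settle, 37 C; cpd via pin tool; TGF-b 500 pg/mL final; 18 h, 37 C; GFP imaging ex488/em500-530; %Activity normalised to -TGF-b and +DMSO controls; CRC fit, curve class.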
# Akt phos inh: HTS Assay for Inhibitors of Akt Phophorylation: Primary Screen. AID 651550, 2012. Neuro2A IGF-stimulated pAkt S473 HTRF, 20 min; stronger effect = lower value. hit rate 0.32% among 360,000. activity change, % for hits at 50 µM; in the data active = activity change below about -80%; inconclusive = mostly about -51% to -80%; note: % is set by controls: 0 for no effect and ±100 for the full control effect
#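 Neuro2A cells in DMEM with 0.5% FBS, overnight at 37 deg C, given compound at single 50 µM final, then IGF (6 nM final) for 20 min at 37 deg C. Lysed; phospho-Akt Ser473 by HTRF after 24 h, 665/615 ratio.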
# Starred values were filed as active, the others as inactive; i = inactive; ? = inconclusive; · = not tested or not shown; & = joins results of further samples; [ ] = remark or other dose. Unless noted, calls come from the whole dose curve; as a rule, active = well fitted curve in the direction sought with a large enough effect; inconclusive = small, poorly fitted or top-dose-only effect, or another doubt; inactive = no such curve, though single readings can be large; an effect the other way counts as inactive or inconclusive.
molecule	CCT chaperon mod	TGFb SMAD3 inh	Nrf2 inh	Akt phos inh	EPAC2 ag	Nrf2 activator	A549 viability	EPAC2 antagonist	Mm-Cpn inhibitor
Cc1ccc(C(=O)O/N=C(\N)c2ccccn2)cc1Cl	1.1	0%	17%	i	0%	0.8%	-9%	2%	1%
O=S1(=O)CC(N2CCCC2)CN1C1CCCCC1 (stereo not given)	-1.9	0%	·	i	3%	1.1%	·	-8%	·
CCCS(=O)(=O)N1CC(=O)N(c2ccc(C)cc2)C(C)(C(=O)NC2CCCCCC2)C1 (stereo not given)	·	0%	?	·	·	-0.3%	1%	·	·
Cc1ccc2c(c1)nnn2C1CCN(C(=O)NCc2ccccc2)CC1	0.4	-2%	3%	i	4%	-0.3%	-2%	2%	1%
COc1ccc(C)cc1NS(=O)(=O)c1ccc(Br)s1	2.1	-6%	5%	i	3%	-0.3%	-3%	-7%	0%
CC1=C(C(=O)Nc2ccc(C)cc2C)C(c2ccc(Br)cc2)n2ncc(C(=O)Nc3cccc(C)c3)c2N1 (stereo not given)	·	-17%	?	·	·	2.3%	12%	·	·
CCN(Cc1ccccc1)C(=O)CC(=O)N(CC)Cc1ccccc1	-4.3	8%	-1%	i	5%	0.1%	-9%	-6%	1%
CC1CNCCN1S(=O)(=O)c1cccc2cnccc12 (stereo not given)	-0.9&-2.6	-21%&-14%	18µM*	i	0%&8%	6.6%&5.4%	-7%&-10%	-8%&2%	3%&0%

# A few values from above.
# CCN(Cc1ccccc1)C(=O)CC(=O)N(CC)Cc1ccccc1 – EPAC2 ag = 5%
# COc1ccc(C)cc1NS(=O)(=O)c1ccc(Br)s1 – Nrf2 inh = 5%
# CC1CNCCN1S(=O)(=O)c1cccc2cnccc12 (stereo not given) – TGFb SMAD3 inh = -21%&-14%
# CC1=C(C(=O)Nc2ccc(C)cc2C)C(c2ccc(Br)cc2)n2ncc(C(=O)Nc3cccc(C)c3)c2N1 (stereo not given) – TGFb SMAD3 inh = -17%
# O=S1(=O)CC(N2CCCC2)CN1C1CCCCC1 (stereo not given) – EPAC2 antagonist = -8%

# The list continues:
molecule	CCT chaperon mod	TGFb SMAD3 inh	Nrf2 inh	Akt phos inh	EPAC2 ag	Nrf2 activator	A549 viability	EPAC2 antagonist	Mm-Cpn inhibitor
CC(OC(=O)Cn1cnc2c1c(=O)n(C)c(=O)n2C)C(=O)NC1CCCCC1C (stereo not given)	0.3	-10%	6%	i	-4%	-0.8%	-2%	6%	-3%
COCCn1c(SCC(=O)Nc2cccc(OC)c2)nc2c(oc3ccccc32)c1=O	-3.1	-4%	?	i	3%	0.3%	-7%	25%	3%
Cc1c(C)n(CCN(C)C)c2ncnc(NCc3ccccc3)c12	-1.8	10%	?	i	10%	-0.6%	-7%	1%	-2%
Cc1cc(C)cc(NC(=S)N(Cc2ccc(Cl)cc2)Cc2ccc(C(=O)O)cc2)c1	-1.4	-14%	?	i	-6%	3.2%	0%	4%	-2%
CC(=O)n1cc([C@H]2C=C(C(=O)N3CCN(Cc4ccc5c(c4)OCO5)CC3)O[C@@H](OCCCCO)C2)c2ccccc21	0.5	-5%	-8%	i	8%	9.5%	-1%	-3%	·
CCCCCNC(=O)c1cc(S(=O)(=O)N2CCCC2)ccc1F	-2.5	4%	10%	i	-3%	-0.8%	1%	-1%	1%
CC(C)N1C(=O)CCC1C(=O)NCCc1ccc(Cl)cc1 (stereo not given)	-2.3	0%	-7%	i	13%	-0.3%	-2%	7%	-3%
COc1cc(C(=O)N/C(=C\c2cn(S(=O)(=O)N(C)C)c3ccccc23)C(=O)N2CCCC2)cc(OC)c1OC	-2.1	3%	-12%	i	4%	3.3%	-2%	-9%	1%
CCOC(=O)c1ccc(Oc2nc(NC)nc(SC)n2)cc1	-1.0	-7%	?	i	-4%	-0.2%	-15%	-6%	0%
COc1ccc2nc(NC(=O)CSc3nc4ccccc4o3)sc2c1	0.6	2%	-21%	·	0%[15.6 µM]	5.2%	-9%	11%	-4%
COC(=O)c1sc(NC(=S)NC(=O)c2ccccc2F)nc1C	0.2	-6%	?	i	7%	28%	3%	3%	?
O=C1CSc2ccc(S(=O)(=O)NCc3ccc(Cl)cc3)cc2N1	-4.4	-29%	-19%	i	6%	0.3%	-1%	-14%	0%
CCC(C(=O)N(C(C)C)C(C)C)c1ccccc1 (stereo not given)	-0.5	24%	1%	i	-8%	0.2%	-3%	-1%	1%
O=C(O)c1cc2cccc(S(=O)(=O)N3CCOCC3)c2cc1O	-4.4	-4%	11%	i	-8%	-0.3%	3%	10%	-7%
CC(=O)Nc1cc(N2C(=O)CCC2=O)ccc1Cl	2.6	0%	14%	i	10%	-0.8%	-1%	16%	-1%
Cc1nc2ccccn2c1C(=O)N/N=C/c1ccccc1Cl	-5.8	4%	5%	i	0%	2.4%	-2%	3%	-2%
Cc1ccc(-c2noc(CCC(=O)NCCN3CCOCC3)n2)cc1	-2.2	8%	·	i	-9%	0.1%	-1%	5%	0%
CCCNC(=O)C1CCN(c2ncnc3c2nc2n3CCCCC2)CC1	·	4%	?	·	·	-1.2%	9%	·	·
Fc1ccc(/C=N/N2CCN(Cc3ccccc3)CC2)cc1	-1.3	-3%	2%	i	12%	3.1%	1%	-5%	1%
COc1cc(CN2C[C@@H](CO)O[C@@H](n3cnc4c(NCCCO)ncnc43)C2)cc(OC)c1OC	-1.1	52%[activator]	·	i	5%	0.3%	·	10%	·
CC(=O)Nc1ccc(S(=O)(=O)Nc2ccc(S(=O)(=O)Nc3nc(C)cc(C)n3)cc2)cc1	-3.7	11%	5%	i	14%	-2.6%	14%	-8%	0%
COc1ccc(NC(=S)NC(NC(=O)c2ccc(Cl)cc2Cl)C(Cl)(Cl)Cl)c([N+](=O)[O-])c1 (stereo not given)	-3.8	11µM*	?	i	18%	2.5%	?	-8%	-1%
O=C(c1cc(S(=O)(=O)N2CCOCC2)ccc1Cl)N1CCc2ccccc2C1	0.0	0%	5%	i	3%	0.1%	0%	11%	1%
COc1ccc(-c2ccc(C(=O)NCc3ccc(N(C)C)cc3)c3occc23)c(C)c1	-2.7	-10%	·	i	8%	-1.2%[9.22 µM]	·	5%	·
COc1ccc(/C=N/NC(=O)Nc2nonc2N)cc1	-2.3	9%	?	i	11%	3.5%	1%	-1%	-1%
O=C1N(Cc2cccnc2)C[C@@H]2C[C@@H](c3ccc4nonc4c3)N3CCC[C@@]123	-1.8	-5%	10%	i	2%	-0.3%	1%	-1%	2%
COc1ccc(NC(=O)CSc2cn(CC(=O)N3CCCCC3)c3ccccc23)c(OC)c1	·	?	4%	·	·	4.4%	-14%	·	·
CCC(=O)c1ccc(OC(=O)c2ccc(Br)o2)cc1	-1.3	1%	6%	i	-3%	0.5%	-6%	-3%	·
O=C(COCc1cc(-c2cccs2)on1)NCc1ccc(Cl)cc1	·	-3%	-10%	·	·	13%	-2%	·	·
CCOC(=O)c1c(N)sc2c1CCSC2	-2.3	-2%	·	i	6%	-0.6%	3%	-3%	-5%
CCOC(=O)C1(CCCc2ccccc2)CCN(C(=O)C2=C(C)OCCO2)CC1	-2.8	-16%	9%	i	1%	18%	15%	-2%	-4%
O=c1nc2sc3ccccc3n2c(=O)n1-c1cccc(Cl)c1	-2.3	-21%	?	i	9%	5.5%	-7%	1%	1%
CC(=O)Nn1cnc2c(c1=O)C1(CCCC1)Cc1ccccc1-2	0.1	0%	-3%	i	-2%	-0.4%	4%	-18%	0%
Cc1ccccc1NC(=O)c1cc2c(=O)n3cccc(C)c3nc2s1	-3.3	?	-4%	i	3%	-0.2%	1%	5%	-2%
OC(CNCCN1CCNCC1)Cc1ccccc1 (stereo not given)	-2.8	-17%	-11%	i	10%	-0.1%	-5%	-1%	·
Cc1cccc(NC(NC(=O)Cc2ccccc2)C(Cl)(Cl)Cl)c1 (stereo not given)	-0.5	-29%	9%	i	2%	-0.6%	6%	13%	3%
COc1ccc(NC(=O)C2CCCN(S(=O)(=O)c3ccc4c(c3)CCCN4C(C)=O)C2)cc1 (stereo not given)	-3.5	-2%&0%	-26%	i	8%	2.6%&2.5%	7%&5%	7%	1%
CC(C)CCNC(=O)c1nn(Cc2ccccc2)c(=O)c2ccccc12	-23	-3%	5%	i	3%	-0.2%	9%	1%	1%
Cc1ccc(/C=N/Nc2nc3ccccc3[nH]2)s1	-0.5	?	?	i	-2%	?	-25%	-16%	-4%
CCC(=O)N1CCc2cc(S(=O)(=O)NCCC(=O)NCc3ccc(OC)cc3)ccc21	·	-23%	-15%	·	·	3.3%	3%	·	·

# In the list so far, these contain a COOH group.
molecule	CCT chaperon mod	TGFb SMAD3 inh	Nrf2 inh	Akt phos inh	EPAC2 ag	Nrf2 activator	A549 viability	EPAC2 antagonist	Mm-Cpn inhibitor
Cc1cc(C)cc(NC(=S)N(Cc2ccc(Cl)cc2)Cc2ccc(C(=O)O)cc2)c1	-1.4	-14%	?	i	-6%	3.2%	0%	4%	-2%
O=C(O)c1cc2cccc(S(=O)(=O)N3CCOCC3)c2cc1O	-4.4	-4%	11%	i	-8%	-0.3%	3%	10%	-7%

# Not all compounds are listed; rates above refer to the full screens.
